Hep lipid drop = inhibitors of hepatocyte lipid droplet formation, primary screen, imaging, high-throughput imaging, BODIPY stain; AML12 mouse hepatocytes, oleate lipid droplets; inhibition, % at 6.5 µM; actives 0.4% (n = 240,000);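 active = lipid droplet intensity inhibited by at least 50%, with more than 500 cells counted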
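Material: mouse AML12 hepatocyte cell line, fixed after treatment; Timing: compound with oleate, overnight; Technique: high-content imaging of BODIPY-stained droplets and DAPI nuclei; Probe or stimulus: oleate, 100 µM final; Dosing: compound at 6.5 µM only.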
T cell HTS = modulators of CD8 T cell-vesicle binding, primary screen, mouse 2C CD8+ T cells, flow cytometry | 2C CD8+ T cell-vesicle binding; stronger effect = lower value | calls only at 7 µM | actives 0.068% (n = 330,000);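 active = response, share of CD8 T cells binding vesicles, and their 90th percentile fluorescence all below set limits, cut at about 80% in these data, passing the limit was not always enough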
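Assay system – 2C mouse CD8+ T cells · Also added – QL9-loaded Drosophila micro-vesicles · Timing – Cell–vesicle co-incubation 1.5 h at 37 °C, staining 20 min on ice · Signal – flow cytometry of vesicle-bound cells · Measure – percent CD8+ FL2 mean versus row control · Controls – Peptide-free naked vesicles (low) and QL9 vesicles with 0.7% DMSO vehicle (high)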
Hep lipid drop cells 6.5 µM = also measured in Hep lipid drop; calls as there; cell count; measured here: cell count, cytotoxicity flag;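 cells counted across two imaged fields per well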
T cell HTS vesicle-bound % = further read-out of T cell HTS, marked with its call; double positive events, %; measured here: CD8+ vesicle-bound cell fraction;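 binding gate set so that unloaded-vesicle control wells show 10% double positive cells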
Active calls of the source: *; i = inactive.

Every second line gives: Hep lipid drop, Hep lipid drop cells 6.5 µM, T cell HTS, T cell HTS vesicle-bound %
- CCOC(=O)N1CCN(C(=O)CCC(=O)c2ccc(OCC)cc2)CC1
 : -6, 759, i, 28
- Cc1cc(S(=O)(=O)N2CCOCC2)ccc1OCC(=O)N1CCOCC1
 : 7, 774, i, 32
- C/C(=N\NC(=O)Cc1ccc(Br)cc1)c1cccnc1
 : 1, 663, i, 18
- Cn1ncc(Br)c1C(=O)N1CCCC1
 : -6, 695, i, 39
- Cc1cccc(CN2C3=NCCCN3c3ccccc32)c1
 : -29, 815, i, 25
- O=C(c1ccc(F)cc1F)N1CCCC(c2nc(-c3ccc(F)cc3)no2)C1 (stereo unspecified)
 : -1, 803, i, 50
- CN(CC1CCN(CCc2cccc(C(F)(F)F)c2)CC1)C(=O)c1ccc(F)cc1F
 : 2, 799, i, 50
- CN(C)S(=O)(=O)c1cccc(C(=O)NCC2CCCCC2)c1
 : -7, 755, i, 38
- CCc1nc(NC(=O)Cc2csc(C)n2)sc1C(=O)OC
 : 13, 844, i, 64
- COc1ccccc1/C=C/C(=O)NCC(=O)N/N=C/c1ccc(C)o1
 : 3, 766, i, 16
- O=C(Cc1ccc(Br)cc1)Nc1ccc2[nH]ncc2c1
 : 3, 840, i, 33
- Cc1ccc2c(c1)N(C(=O)CCC(=O)NCCN1CCOCC1)CC(C)O2 (stereo unspecified)
 : -1, 778, i, 22
- CC(Sc1nc(N)cc(=O)[nH]1)C(=O)Nc1nc2c(s1)CCCC2 (stereo unspecified)
 : 0, 833, i, 50
- NC(=O)c1cc(S(=O)(=O)NCCCc2ccco2)cs1
 : -11, 776, i, 32
- Cc1ccc(C(=O)N/C(=C\c2cn(S(=O)(=O)N(C)C)c3ccccc23)C(=O)NCCCN2CCOCC2)cc1
 : 10, 751, i, 19
- Cc1ccc(-n2ncc3c(=O)n(CC(=O)N(C)C)cnc32)cc1C
 : 17, 826, i, 61
- CN(C(=O)CCN1C(=O)c2ccccc2C1=O)c1ccccc1
 : -3, 853, i, 51
- CCCCCCCNC(=O)C1(CC2CC(c3ccc(Cl)cc3)=NO2)CCN(C(=O)C2CCCC2)CC1 (stereo unspecified)
 : 1, 807, i, 19
- CC(=O)Nc1ccc(S(=O)(=O)N2CCN(Cc3csc(C)n3)CC2)cc1
 : 4, 869, i, 18
- Cc1ccccc1C1NC(c2ccccc2C)C(C)C(=O)C1C (stereo unspecified)
 : -3, 790, i, 20
- O=C(c1cc(-c2ccncc2)nc2c(Cl)cccc12)N1CCN(c2ccccc2F)CC1
 : -48, 445, i, 71
- Cc1cc(NC(=O)COC(=O)Cn2c(C)csc2=O)ccc1Br
 : -2, 655, i, 54
- CCCC(=O)Nc1ccc2c(c1)Cc1ccccc1-2
 : -11, 818, i, 64
- Cc1cc(C)c2c(CN3CC(C)OC(C)C3)cc(=O)oc2c1C (stereo unspecified)
 : -7, 813, i, 49
- COc1ccc(NC(=O)C2CCN(S(=O)(=O)c3ccc4c(c3)NC(=O)CO4)CC2)cc1
 : -1, 751, i, 16
- O=C(O)c1cccc(N2C(=O)CSC2c2ccccc2)c1 (stereo unspecified)
 : 22, 683, i, 20
- COc1cc(NC(=O)c2cc([N+](=O)[O-])ccc2NC(=O)CNC2CCCCC2)cc(OC)c1
 : 8, 829, i, 20
- COc1cccc(NC(=O)C2CCN(S(=O)(=O)c3ccc4c(c3)N(C(C)=O)CCO4)CC2)c1
 : 4, 698, i, 42
- CN(C/C=C/c1ccccc1[N+](=O)[O-])Cc1ccccc1
 : 24, 847, i, 56
- COc1ccc(-n2nc(C(=O)NCC(=O)Nc3ccc(F)cc3)c3ccccc3c2=O)cc1
 : 0, 844, i, 50

2 records drawn at random from the list so far:
Every second line gives: Hep lipid drop, Hep lipid drop cells 6.5 µM, T cell HTS, T cell HTS vesicle-bound %
- Cc1ccc(-n2ncc3c(=O)n(CC(=O)N(C)C)cnc32)cc1C
 : 17, 826, i, 61
- O=C(O)c1cccc(N2C(=O)CSC2c2ccccc2)c1 (stereo unspecified)
 : 22, 683, i, 20

More entries:
Every second line gives: Hep lipid drop, Hep lipid drop cells 6.5 µM, T cell HTS, T cell HTS vesicle-bound %
- COC(=O)c1cc(-c2cc(OC)ccc2OC)nc2c1c(=O)n(C)c(=O)n2Cc1ccccc1
 : -12, 814, i, 48
- CCCCN(C)CCCNC(=O)c1cc(-c2cccnc2)nc2ccccc12
 : 4, 831, i, 57
- Cc1cccc(/C=N/NC(=O)c2cccc(Cl)c2)n1
 : 7, 863, i, 67
- COCCN1C(=O)C(=O)/C(=C(/O)c2ccc(S(=O)(=O)N3CCOCC3)cc2)C1c1cccc(OC)c1 (stereo unspecified)
 : 4, 726, i, 13
- O=C(CN(Cc1ccccc1)C(=O)CCC(=O)Nc1ccccn1)NCCc1ccccc1
 : 0, 739, i, 37
- CC1c2[nH]c3ccccc3c2C[C@H]2C(=O)N(CCCN(C)C)CC(=O)N12 (stereo partly specified)
 : -4, 830, i, 14
- CCc1ccc(N(CC(=O)NCc2ccc3c(c2)OCO3)C(=O)c2csnn2)cc1
 : 12, 792, i, 17
- Cc1cccc(OCC(=O)Nc2ccncc2)c1C
 : -74, 732, i, 56
- Cn1c(=O)[nH]c(=O)c2c1nc(NC1CCCC1)n2Cc1ccccc1
 : -21, 831, i, 58
- CCOCCCN(C)C1CCN(C(=O)c2oc3ccccc3c2NC(=O)c2ccc([N+](=O)[O-])cc2)CC1
 : -4, 730, i, 36
- O=C(O)c1ccccc1NCc1ccsc1
 : 24, 620, i, 22
- Cc1ccc(NC(=O)CN2C(=O)S/C(=C\c3ccccn3)C2=O)cc1C
 : 4, 680, i, 22
- COc1ccccc1/C=C/C(=O)NCC(=O)N=Nc1c(O)[nH]c2ccccc12
 : 0, 729, i, 53
- COc1ccccc1NS(=O)(=O)c1cccc(C(=O)N(C)Cc2cccs2)c1
 : -78, 676, i, 39
- Cc1ccc(-c2ccc(=O)n(Cc3cc(C)ccc3C)n2)cc1
 : 17, 824, i, 26
- Cc1ccc(C)c(C(=O)OCC(=O)N(C)c2ccccc2)c1
 : -6, 832, i, 24
- CNc1c(NS(=O)(=O)c2ccc3c(c2)CCCC3)c(=O)oc2ccccc12
 : -1, 788, i, 24
- O=C(N/N=C/c1cc([N+](=O)[O-])ccc1O)c1cccc(N2CCCC2=O)c1
 : 7, 794, i, 63
- COc1ccc(C)cc1S(=O)(=O)N1CCN(C(=O)c2ncoc2-c2cccc(F)c2)CC1
 : -1, 867, i, 53
- CC(C)CCNC(=O)c1ccc(Cn2c(=S)[nH]c3ccccc3c2=O)cc1
 : 9, 802, i, 50
- O=C(CCS(=O)(=O)c1ccc(Br)cc1)NCCc1ccccc1
 : 0, 822, i, 7
- Oc1ccc(Nc2nc(-c3cccnc3)cs2)cc1
 : 0, 755, i, 59
- Cc1cccc(N2C(=O)Cc3ccccc3C2=O)c1
 : 10, 833, i, 38
- C=CCOc1ccc(/C=C(\C#N)C(=O)Nc2ccccn2)cc1
 : 8, 710, i, 52
- COc1ccccc1/C=C1\SC(N2CCC(C)CC2)=NC1=O
 : -12, 386, i, 57
- CN1CCN(NC(=O)Nc2ccc(Br)cc2)CC1
 : -10, 827, i, 67
- CCCc1nc2ccccc2c(=O)n1CC(=O)c1ccc(OC)cc1
 : -4, 659, i, 47
- CC1CN(C(=O)COC(=O)c2ccc(S(=O)(=O)N(C)C)cc2)CC(C)O1 (stereo unspecified)
 : 1, 798, i, 48
- CC1CCN(Cc2c(C(=O)N/N=C/c3cccc(C(F)(F)F)c3)nnn2-c2nonc2N)CC1
 : -40, 787, i, 51
- CC(NC(=O)CCC(=O)NCc1ccc(F)cc1)c1ccccc1 (stereo unspecified)
 : -1, 825, i, 21

(more compounds)
Every second line gives: Hep lipid drop, Hep lipid drop cells 6.5 µM, T cell HTS, T cell HTS vesicle-bound %
- Cc1c(C)c2c(OCC(=O)N[C@@H](CC(C)C)C(=O)O)cc3c(c2oc1=O)CCC(C)(C)O3
 : -2, 821, i, 16
- COCCn1c(SCC(=O)NCCc2ccccc2)nc2c([nH]c3ccccc32)c1=O
 : -34, 774, i, 10
- Cc1ccc(C)c(N(C(=O)CNC(=O)c2ccco2)C(C(=O)NCC2CCCO2)c2ccccc2)c1 (stereo unspecified)
 : -29, 844, i, 15
- Cc1ccc(S(=O)(=O)N2CCN(c3ncccn3)CC2)c(C)c1
 : 0, 818, i, 47
- COc1ccc(/C=N/NC(=O)CNC(=O)c2ccc3c(c2)OCCO3)c(C(=O)O)c1OC
 : -1, 751, i, 42
- Cc1c(CC(=O)NCCCCCC(=O)O)c(=O)oc2cc3occ(-c4ccccc4)c3cc12
 : 13, 838, i, 8
- COC(=O)c1cccc(NC(=O)CN2C(=O)c3ccccc3C2=O)c1
 : -10, 804, i, 54
- CN1C2CCC1CC(NS(=O)(=O)c1ccc(C#N)cc1)C2 (stereo unspecified)
 : 2, 837, i, 24
- NC(=O)c1cc(S(=O)(=O)NCCc2ccc(S(N)(=O)=O)cc2)cs1
 : 15, 776, i, 33
- Cc1ccc(Cl)cc1Nc1nc(N2CCOCC2)nc(N2CCOCC2)n1
 : -11, 714, i, 11
- O=C(Nc1ccccc1Cl)c1ccc([N+](=O)[O-])o1
 : -5, 807, i, 63
- CN1C(=O)Nc2cccc3cccc1c23
 : 28, 802, i, 26
- CCCCOC(=O)c1ccc(OC(=O)N2CCOCC2)cc1
 : -1, 677, i, 34
- CC(=O)Oc1ccc(C(=O)Nc2ccc(S(=O)(=O)NCC3CCCO3)cc2)cc1 (stereo unspecified)
 : 5, 690, i, 56
- O=C(NCCc1ccccc1)C1CCCN1C(=O)Nc1ccc(Cl)cc1 (stereo unspecified)
 : 13, 823, i, 51
- O=C(CCNC(=O)c1ccco1)Nc1ccc(Cl)c(C(F)(F)F)c1
 : -1, 737, i, 18
- COc1ccc(/C=C(/NC(=O)c2ccccc2)C(=O)NC(Cc2c[nH]c3ccccc23)C(=O)O)cc1 (stereo unspecified)
 : 0, 680, i, 6
- CC(=O)c1ccc(N(C(=O)CNC(=O)c2cccs2)C(C(=O)NCC2CCCO2)c2ccccc2)cc1 (stereo unspecified)
 : -2, 762, i, 49
- COc1ccc(NC(=O)CN2C(=O)c3ccccc3S2(=O)=O)cc1OC
 : -2, 767, i, 52
- C/C(=C\c1cccc(Br)c1)C(=O)c1c(C)cc(C)[nH]c1=O
 : -17, 839, i, 18
- NS(=O)(=O)c1ccc(CCNC(=O)c2nc(CS(=O)(=O)c3ccc(Cl)cc3)no2)cc1
 : 0, 697, i, 10
- COC(=O)CN1CCN(C(=O)c2ccco2)CC1
 : 3, 660, i, 9
- COc1ccc(N2CCN(C(CNC(=O)C(C)C)c3ccc4c(c3)OCO4)CC2)cc1 (stereo unspecified)
 : 10, 773, i, 34
- CN(C(=O)CNC(=O)c1ccc(Br)o1)C1CCCCC1
 : 12, 857, i, 9

In the list so far, these have an aryl methoxy group.
Every second line gives: Hep lipid drop, Hep lipid drop cells 6.5 µM, T cell HTS, T cell HTS vesicle-bound %
- COc1ccccc1/C=C/C(=O)NCC(=O)N/N=C/c1ccc(C)o1
 : 3, 766, i, 16
- COc1ccc(NC(=O)C2CCN(S(=O)(=O)c3ccc4c(c3)NC(=O)CO4)CC2)cc1
 : -1, 751, i, 16
- COc1cc(NC(=O)c2cc([N+](=O)[O-])ccc2NC(=O)CNC2CCCCC2)cc(OC)c1
 : 8, 829, i, 20
- COc1cccc(NC(=O)C2CCN(S(=O)(=O)c3ccc4c(c3)N(C(C)=O)CCO4)CC2)c1
 : 4, 698, i, 42
- COc1ccc(-n2nc(C(=O)NCC(=O)Nc3ccc(F)cc3)c3ccccc3c2=O)cc1
 : 0, 844, i, 50
- COC(=O)c1cc(-c2cc(OC)ccc2OC)nc2c1c(=O)n(C)c(=O)n2Cc1ccccc1
 : -12, 814, i, 48
- COCCN1C(=O)C(=O)/C(=C(/O)c2ccc(S(=O)(=O)N3CCOCC3)cc2)C1c1cccc(OC)c1 (stereo unspecified)
 : 4, 726, i, 13
- COc1ccccc1/C=C/C(=O)NCC(=O)N=Nc1c(O)[nH]c2ccccc12
 : 0, 729, i, 53
- COc1ccccc1NS(=O)(=O)c1cccc(C(=O)N(C)Cc2cccs2)c1
 : -78, 676, i, 39
- COc1ccc(C)cc1S(=O)(=O)N1CCN(C(=O)c2ncoc2-c2cccc(F)c2)CC1
 : -1, 867, i, 53
- COc1ccccc1/C=C1\SC(N2CCC(C)CC2)=NC1=O
 : -12, 386, i, 57
- CCCc1nc2ccccc2c(=O)n1CC(=O)c1ccc(OC)cc1
 : -4, 659, i, 47
- COc1ccc(/C=N/NC(=O)CNC(=O)c2ccc3c(c2)OCCO3)c(C(=O)O)c1OC
 : -1, 751, i, 42
- COc1ccc(/C=C(/NC(=O)c2ccccc2)C(=O)NC(Cc2c[nH]c3ccccc23)C(=O)O)cc1 (stereo unspecified)
 : 0, 680, i, 6
- COc1ccc(NC(=O)CN2C(=O)c3ccccc3S2(=O)=O)cc1OC
 : -2, 767, i, 52
- COc1ccc(N2CCN(C(CNC(=O)C(C)C)c3ccc4c(c3)OCO4)CC2)cc1 (stereo unspecified)
 : 10, 773, i, 34

Screening data (PubChem)

Not all compounds are listed. The share of hits here may be higher or lower than overall.
